From PubChem
Mtb UGM inh: Mtb UDP-galactopyranose mutase inhibition. purified UGM, fluorescence polarization probe displacement. inhibition, % at 10 µM. hit rate 0.06% among 320,000. AID 504406; in the data active means inhibition above about 10%, passing the limit was not always enough; inconclusive means no clear call, values can overlap the other calls
Target sequence (P9WIQ1 whole entry, looked up): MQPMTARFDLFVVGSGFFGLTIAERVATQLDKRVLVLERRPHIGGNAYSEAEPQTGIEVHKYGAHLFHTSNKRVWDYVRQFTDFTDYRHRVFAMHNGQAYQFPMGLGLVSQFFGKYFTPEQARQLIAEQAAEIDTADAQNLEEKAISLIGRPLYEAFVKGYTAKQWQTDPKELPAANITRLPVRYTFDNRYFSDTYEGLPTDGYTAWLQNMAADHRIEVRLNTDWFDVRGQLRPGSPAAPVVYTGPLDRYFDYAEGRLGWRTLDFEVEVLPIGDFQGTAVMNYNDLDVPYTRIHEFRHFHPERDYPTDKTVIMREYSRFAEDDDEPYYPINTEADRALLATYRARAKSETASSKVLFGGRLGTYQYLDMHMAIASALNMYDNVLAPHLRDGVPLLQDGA
FadD28 FP inh: inhibitors of Mycobacterium tuberculosis FadD28 bisubstrate binding | FadD28 bisubstrate probe binding, fluorescence polarization | inhibition, % at 12.5 µM | hit rate 0.22% among 360,000; in the data active means inhibition above about 8.5%, passing the limit was not always enough; inconclusive means no clear call, values can overlap the other calls
BioA inh: blocks M. tuberculosis BioA enzyme activity | hit rate 0.096% among 360,000 | purified M. tuberculosis BioA enzyme, plate reader | inhibition, % at 9.99 µM | AID 602481; in the data active means inhibition above about 40%; inconclusive means no clear call, values can overlap the other calls
PrPC TRFRET: cell surface PrPC inhibition, primary TR-FRET screen | P04156 | TR-FRET read-out | inhibition, % at 13.8 µM | hit rate 0.43% among 370,000; in the data active means inhibition above about 24%; further: 0% = median of the test wells and 100% = reference compound wells
CCHFV vOTU inh: CCHFV vOTU protease inhibition; AID 651958; Pep-AMC fluorescence; hit rate 0.55% among 370,000; inhibition, % at 11.5 µM; further: 0% = vehicle wells with enzyme and 100% = no enzyme wells
BoNT F protease: BoNT F light chain protease inhibition; hit rate 0.22% among 360,000; inhibition, % at 10 µM; Multiplex microsphere protease cleavage assay, flow cytometry; AID 588497; in the data active means inhibition above about 35%, passing the limit was not always enough; inconclusive means no clear call, values can overlap the other calls; further: plate controls were buffer without enzyme for full effect and enzyme alone for no effect
BoNT-A LC inh2: BoNT A light chain protease inhibition; multiplex microsphere protease substrate cleavage, flow cytometry; inhibition, % at 10 µM; hit rate 0.17% among 360,000; AID 588499; in the data active means inhibition above about 30%; inconclusive means no clear call, values can overlap the other calls; further: plate controls were buffer without enzyme for full effect and enzyme alone for no effect
Mtb FBA inh: Mtb fructose-bisphosphate aldolase inhibition; P9WQA3; inhibition, % at 1 µM; purified M. tuberculosis FBA, fluorescence read-out; AID 588726; hit rate 2.3% among 360,000; in the data active means inhibition above about 27%;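 further: 0% = vehicle and 100% = reference inhibitor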
Target sequence (P9WQA3 whole entry, looked up): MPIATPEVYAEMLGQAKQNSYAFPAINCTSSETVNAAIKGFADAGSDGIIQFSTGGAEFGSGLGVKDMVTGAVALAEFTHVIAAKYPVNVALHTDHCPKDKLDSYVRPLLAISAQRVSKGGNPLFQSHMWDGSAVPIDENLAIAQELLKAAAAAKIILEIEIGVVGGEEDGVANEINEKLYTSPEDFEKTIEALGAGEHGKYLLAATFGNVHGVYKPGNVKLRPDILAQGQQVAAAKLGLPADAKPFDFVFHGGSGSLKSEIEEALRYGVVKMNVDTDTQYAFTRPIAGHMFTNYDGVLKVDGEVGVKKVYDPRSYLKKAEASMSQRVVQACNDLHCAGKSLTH
GDH-TPI inh: GDH-TPI coupled enzyme inhibition counter-screen; GDH-TPI coupled enzyme counterscreen, NADH absorbance; hit rate 1.2% among 360,000; inhibition, % at 4.8 µM; AID 588335;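 further: 0% = DMSO wells and 100% = wells lacking the enzyme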
Starred values were filed as active, the others as inactive; ? = inconclusive; / = no result given. Unless noted, no stated cut-off is given here; in the data, active means inhibition above about 30%; inactive means the rest.

Start of the data: the first 5 compounds (preview)
SMILES	Mtb UGM inh	FadD28 FP inh	BioA inh	PrPC TRFRET	CCHFV vOTU inh	BoNT F protease	BoNT-A LC inh2	Mtb FBA inh	GDH-TPI inh
CN(Cc1ccccc1)C(=O)c1ccc(NC(=O)Cc2ccc(NC(=O)C3CCCN(S(=O)(=O)c4cccc([N+](=O)[O-])c4)C3)cc2)cc1 (configuration not stated)	/	-3.1	0.3	-9.1	8.4	-3.4	-0.1	-0.2	-3.6
COc1ccc(CC(=O)NC(C)c2ccc(Cl)c(Cl)c2)cc1S(=O)(=O)N1CCOCC1 (configuration not stated)	/	-3.9	1.1	4.5	5.6	-6.8	0.0	2.0	2.2
O=C(NNC(=O)C1CCC1)c1ccccc1	1.5	-0.8	-1.4	3.7	8.7	-10.2	-1.2	4.4	3.5
COc1ccc(-c2cncc3nccn23)cc1OC	/	-4.3	8.5	-20.3	-21.4	-2.9	-0.6	5.7	10.2
O=C(/C=C\c1ccco1)Nc1cc([N+](=O)[O-])ccc1F	-0.2	-1.1	/	-7.6	-2.4	-17.8	-0.8	-3.3	30.1

The listing, from the first entry:
SMILES	Mtb UGM inh	FadD28 FP inh	BioA inh	PrPC TRFRET	CCHFV vOTU inh	BoNT F protease	BoNT-A LC inh2	Mtb FBA inh	GDH-TPI inh
CN(Cc1ccccc1)C(=O)c1ccc(NC(=O)Cc2ccc(NC(=O)C3CCCN(S(=O)(=O)c4cccc([N+](=O)[O-])c4)C3)cc2)cc1 (configuration not stated)	/	-3.1	0.3	-9.1	8.4	-3.4	-0.1	-0.2	-3.6
COc1ccc(CC(=O)NC(C)c2ccc(Cl)c(Cl)c2)cc1S(=O)(=O)N1CCOCC1 (configuration not stated)	/	-3.9	1.1	4.5	5.6	-6.8	0.0	2.0	2.2
O=C(NNC(=O)C1CCC1)c1ccccc1	1.5	-0.8	-1.4	3.7	8.7	-10.2	-1.2	4.4	3.5
COc1ccc(-c2cncc3nccn23)cc1OC	/	-4.3	8.5	-20.3	-21.4	-2.9	-0.6	5.7	10.2
O=C(/C=C\c1ccco1)Nc1cc([N+](=O)[O-])ccc1F	-0.2	-1.1	/	-7.6	-2.4	-17.8	-0.8	-3.3	30.1
O=C(Nc1cccc(C(=O)N2CCCCC2)c1)c1ccccc1Br	0.6	-0.1	-0.1	9.7	2.6	0.0	-0.2	2.3	-0.7
Cc1ccc(NC(=O)c2ccc(S(=O)(=O)NCc3ccco3)cc2)nc1	1.8	-1.8	-0.7	-2.4	3.6	?	2.0	0.9	-7.4
Cc1cc(OCC(=O)Nc2nnc(C3CC3)s2)ccc1C(C)C	/	-2.8	-2.4	-2.0	10.3	-1.9	0.0	0.4	15.2
CC(C)CNC(=O)/C=C/C(=O)O	-4.1	1.5	/	4.3	4.0	-5.3	-0.4	10.5	-0.4
Cc1ccc(-c2c[n+](CC(=O)OCc3ccccc3)c3n2CCC3)cc1	1.3	-1.1	-0.5	5.0	-5.7	-0.3	0.5	1.8	-6.4
CCNC(=S)Nc1ccc2c(c1)oc1ccccc12	1.6	-2.0	0.0	8.6	7.3	-8.8	-0.1	-2.9	-5.9
OC1(C2(O)CC(c3ccccc3)ON2)CCCCC1 (configuration not stated)	-1.1	-1.4	-7.1	1.4	-14.4	/	/	-3.0	7.8
Cc1c(Cl)cccc1NC(=O)CSc1nc(=O)n(CCCN2CCOCC2)c2c1CCC2	-5.9	-0.7	0.6	1.8	-2.7	-0.3	-0.1	3.0	6.4
CC(C)N(C(=O)[C@H]1CC(CC(=O)NCCC2=CCCCC2)C(=O)N2CCc3c([nH]c4ccccc34)[C@]12C)C(C)C (some centres not stated)	0.1	-0.5	1.0	-5.5	7.6	-2.9	-0.6	-1.3	-2.1
COc1cccc(C(=O)NNC(=O)c2cccc3ccccc23)c1	/	0.0	1.2	-6.2	-5.1	-1.2	-1.0	-2.2	5.1

A stretch of the results above, as a working copy:
SMILES	Mtb UGM inh	FadD28 FP inh	BioA inh	PrPC TRFRET	CCHFV vOTU inh	BoNT F protease	BoNT-A LC inh2	Mtb FBA inh	GDH-TPI inh
CN(Cc1ccccc1)C(=O)c1ccc(NC(=O)Cc2ccc(NC(=O)C3CCCN(S(=O)(=O)c4cccc([N+](=O)[O-])c4)C3)cc2)cc1 (configuration not stated)	/	-3.1	0.3	-9.1	8.4	-3.4	-0.1	-0.2	-3.6
COc1ccc(CC(=O)NC(C)c2ccc(Cl)c(Cl)c2)cc1S(=O)(=O)N1CCOCC1 (configuration not stated)	/	-3.9	1.1	4.5	5.6	-6.8	0.0	2.0	2.2

Continuation.
SMILES	Mtb UGM inh	FadD28 FP inh	BioA inh	PrPC TRFRET	CCHFV vOTU inh	BoNT F protease	BoNT-A LC inh2	Mtb FBA inh	GDH-TPI inh
O=C(c1ccc(F)cc1)N1CCN(C2CCCCC2)CC1	0.3	-2.2	-1.2	-6.7	1.0	?	0.0	0.1	5.6
COc1ccc(NC(=O)CSc2nccc(C)n2)cc1	3.9	0.1	0.5	6.2	0.2	-8.2	-0.3	-1.9	4.8
CCCc1nn(C)c(C(=O)Nc2cccc(Cl)c2)c1Cl	1.0	-2.3	/	6.2	2.2	-1.8	0.0	-1.2	1.1
O=C(NCCCN1CCCC1=O)c1c(O)nc2ccccn2c1=O	-1.5	-3.9	-1.2	-4.4	-12.9	1.0	0.1	8.0	4.8
CCn1c(CSc2nc3ccccc3s2)nnc1SCC(=O)NCC(=O)OC	-2.7	-2.6	1.1	-0.5	-2.2	-0.6	0.2	0.1	-6.2
Cc1nn(Cc2ccc([N+](=O)[O-])cc2)c(=O)n1-c1ccccc1	5.5	-2.8	-0.9	-10.2	-10.8	9.5	?	-0.9	2.9
O=C(Cc1ccc(S(=O)(=O)N2CCOCC2)s1)Nc1ccc(Br)c(C(F)(F)F)c1	/	-8.8	/	16.5	10.5	-14.7	-0.7	-3.5	0.0
CCc1nn(CCCC(=O)Nc2ccc(C)cc2C)c(=O)c2cc3occc3n12	0.1	-4.3	1.2	-4.0	-1.2	-3.7	-1.2	-0.1	5.7
O=C1C(Cc2ccccc2O)NC(=S)N1c1ccccc1 (configuration not stated)	-2.0	-1.9	/	-1.7	17.9	2.8	-0.3	-0.4	6.2
O=C1c2ccccc2S(=O)(=O)c2cc(C(=O)N3CCN(c4c(Cl)cncc4Cl)CC3)ccc21	-0.7	-1.5	-1.4	-9.6	-3.7	-0.7	-0.5	1.6	-2.0
CC(=O)Nc1ccc(-c2csc(Nc3cccc(C)n3)n2)cc1	/	-0.6	-2.1	5.0	-2.7	2.0	-0.1	-5.9	12.3
CCCN1Cc2cccc(C(=O)NCc3ccccc3OC)c2C1=O	0.7	-2.4	/	-3.8	-5.1	-4.9	-0.1	1.2	3.1
COc1ccc2c(c1OC)C[N+]1([O-])CCc3cc4c(cc3C1C2)OCO4 (configuration not stated)	1.0	-1.8	-0.3	-0.5	-5.4	5.2	0.1	2.1	-2.2
CN(C(=O)COC(=O)COc1ccccc1F)C1CCS(=O)(=O)C1 (configuration not stated)	-0.4	0.0	-0.3	-1.7	-11.2	38.4*	-3.7	-0.4	-1.3
Cc1c(C(=O)NCc2ccc(F)cc2)sc(=O)n1Cc1ccccc1F	/	-3.4	4.3	5.8	-2.5	-0.2	-0.2	0.4	12.0

Part of the list above, in CSV form.
mol,Mtb UGM inh,FadD28 FP inh,BioA inh,PrPC TRFRET,CCHFV vOTU inh,BoNT F protease,BoNT-A LC inh2,Mtb FBA inh,GDH-TPI inh
CCn1c(CSc2nc3ccccc3s2)nnc1SCC(=O)NCC(=O)OC,-2.7,-2.6,1.1,-0.5,-2.2,-0.6,0.2,0.1,-6.2
Cc1nn(Cc2ccc([N+](=O)[O-])cc2)c(=O)n1-c1ccccc1,5.5,-2.8,-0.9,-10.2,-10.8,9.5,?,-0.9,2.9
O=C(Cc1ccc(S(=O)(=O)N2CCOCC2)s1)Nc1ccc(Br)c(C(F)(F)F)c1,/,-8.8,/,16.5,10.5,-14.7,-0.7,-3.5,0.0
CCc1nn(CCCC(=O)Nc2ccc(C)cc2C)c(=O)c2cc3occc3n12,0.1,-4.3,1.2,-4.0,-1.2,-3.7,-1.2,-0.1,5.7
O=C1C(Cc2ccccc2O)NC(=S)N1c1ccccc1 (configuration not stated),-2.0,-1.9,/,-1.7,17.9,2.8,-0.3,-0.4,6.2

Other structures follow.
SMILES	Mtb UGM inh	FadD28 FP inh	BioA inh	PrPC TRFRET	CCHFV vOTU inh	BoNT F protease	BoNT-A LC inh2	Mtb FBA inh	GDH-TPI inh
O=S(=O)(c1ccc(-c2csc(-c3cccnc3)n2)cc1)N1CCCCC1	-1.3	-4.7	1.8	6.0	8.8	-1.5	0.4	-0.1	8.7
N=c1c2cn[nH]c2nc(SCC(=O)c2ccc(Br)cc2)n1-c1ccc(Br)cc1	-0.3	-0.2	-2.0	-1.4	5.2	-5.7	-0.6	3.2	-4.3
O=c1c(Cl)c(NCc2ccc(F)cc2Cl)cnn1C12CC3CC(CC(C3)C1)C2	-0.6	-2.9	12.2	-2.9	-13.8	-1.2	-1.5	1.6	-9.4
CS(=O)(=O)N1CCC2CC1c1cc(-c3ccccc3)ccc12 (configuration not stated)	/	-2.7	-1.0	1.5	2.0	-2.9	-0.6	3.3	5.2
CC1C(c2cccs2)=[N+]([O-])C(C)(C(=O)c2ccc(Cl)cc2)N1O (configuration not stated)	7.0	-0.5	-2.9	-3.6	-0.4	-12.4	-0.2	-1.5	8.4
CN(Cc1ccccc1)C(=O)c1cccc(NC(=O)Cc2ccc(NC(=O)C3CCN(C(=O)C4CCCC4)CC3)cc2)c1	/	-1.2	0.5	7.9	2.8	-3.7	-0.5	-0.1	4.7
Cc1n[nH]c(C)c1C(=O)CC1(O)C(=O)N(CCc2ccccc2)c2ccc(Br)cc21 (configuration not stated)	2.2	-2.8	0.2	7.9	-5.3	4.6	-0.2	1.8	-7.1
COc1ccc(NCc2nn(CC(=O)c3ccc(Br)cc3)c3[n+]2CCCCC3)cc1	-0.9	-6.3	/	5.8	-13.4	-19.2	-1.1	-1.1	1.2
CCOC(=O)Nc1nc(-c2ccc(F)cc2F)cs1	0.5	-2.8	/	8.1	-1.0	-0.5	-0.2	-4.2	-2.6
CCOC(=O)C1(Cc2cccc(OC)c2)CCCN(Cc2cc(C(C)C)n[nH]2)C1 (configuration not stated)	1.1	-1.2	0.1	1.7	8.6	-9.2	-1.0	-0.5	6.3
CCOc1ccc(Nc2cc(C)nc(-n3nc(C)cc3C)n2)cc1	2.4	-3.8	0.6	7.1	6.9	-5.7	-0.5	5.4	7.6
CC1(c2nnc(-c3ccncc3)o2)CC(c2ccccc2)=NO1 (configuration not stated)	4.6	0.3	-2.0	6.2	10.3	2.6	0.8	5.0	8.3
COc1cc(OC)cc(C(=O)OCCCOC(=O)c2cc(OC)cc(OC)c2)c1	-2.0	-4.6	-0.5	0.5	9.3	-1.8	3.4	-0.5	0.3
CCOC(=O)c1[nH]c2c(c1C)C(=O)CC(c1ccc(F)cc1)C2 (configuration not stated)	-0.2	-2.8	0.6	10.1	10.0	-2.0	-0.9	-2.2	3.0
COCC(C)OC(=O)/C(C#N)=C\c1coc2ccc(C)cc2c1=O (configuration not stated)	-3.1	-4.4	/	-1.1	-13.0	-4.5	0.9	0.8	7.3
NC(=O)C1CCN(C(=O)C(=O)c2cn(CC(=O)N3CCCCCC3)c3ccccc23)CC1	1.3	-5.8	-1.0	6.0	13.8	17.0	39.3*	-2.0	10.9
COC(=O)c1ccc(NC(=O)c2snnc2-c2ccccc2)cc1	0.9	0.3	/	-1.9	-10.6	-6.2	0.6	7.8	6.4
O=C(NCc1ccc(Cl)cc1)C1CCCN1C(=O)Nc1ccccc1 (configuration not stated)	2.5	-0.4	-0.4	10.2	2.4	?	-1.4	-0.5	2.3
COc1cc(C)nc(-c2csc(C)n2)n1	0.4	-2.1	/	-0.2	-11.9	?	?	3.2	1.1
O=C(NC(=S)Nc1cccc2ncccc12)c1cccs1	1.3	-1.8	/	0.3	-10.8	0.9	0.2	0.0	-1.2
O=C1/C(=C/c2cccc(Br)c2)SC(=S)N1CCC(=O)N(CCO)c1ccccc1	1.2	-3.9	-0.3	0.3	-6.2	-3.9	-0.5	-6.5	7.1
